Screening data: PubChem, Columbia University Molecular Screening Center
sEH activator: increases human soluble epoxide hydrolase activity; 0.04% of 91,000 active; purified human sEH enzymatic activity, activator screen; P34913; activation, % at 2 µM; in the data active = activation above about 37%; note: values of inactives mirror those of a sister screen read the other way
Target sequence (P34913 whole entry, looked up): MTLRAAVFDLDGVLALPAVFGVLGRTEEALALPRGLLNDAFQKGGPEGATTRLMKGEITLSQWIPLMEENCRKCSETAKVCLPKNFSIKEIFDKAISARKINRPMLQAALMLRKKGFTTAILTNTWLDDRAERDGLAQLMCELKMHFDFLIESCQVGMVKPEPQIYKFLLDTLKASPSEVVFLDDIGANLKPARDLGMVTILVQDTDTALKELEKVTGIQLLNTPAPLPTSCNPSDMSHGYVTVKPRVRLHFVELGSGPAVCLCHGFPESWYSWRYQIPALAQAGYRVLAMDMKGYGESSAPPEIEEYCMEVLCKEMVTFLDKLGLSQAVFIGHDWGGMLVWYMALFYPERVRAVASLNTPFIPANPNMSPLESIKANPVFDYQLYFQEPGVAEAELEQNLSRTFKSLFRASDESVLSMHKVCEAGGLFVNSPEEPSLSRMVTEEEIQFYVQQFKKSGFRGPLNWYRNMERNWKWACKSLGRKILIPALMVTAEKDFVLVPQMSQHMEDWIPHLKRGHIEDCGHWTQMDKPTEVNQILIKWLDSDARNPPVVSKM
* = called active by the depositor; & = joins results of further samples. Some of the compounds tested, so the mix of outcomes need not match the whole.

sEH activator | compound
-11.8 | C/C(=N\Nc1cc(Cl)nc(C)n1)c1ccccc1
8.2 | COc1ccc(C(=O)Nc2cc3c(cc2C#N)OCO3)cc1S(=O)(=O)N1CCN(C)CC1
-2.4 | CCCC(=O)c1ccc(N2CCOCC2)c(F)c1
-2.6 | CC(O)(CS(=O)(=O)Cc1ccc(Cl)cc1)C(=O)Nc1cccc(C(F)(F)F)c1 (configuration not stated)
0.4 | COC(=O)c1nn(-c2ccccc2)c(Sc2ccc(C)cc2)c1/C=N/O
-14.0 | CCCCOc1ccc(C(=O)N/C(=C\c2ccc(OC)cc2)C(=O)OCc2ccco2)cc1
8.8 | O=C(Nc1n[nH]c(C2CCCCC2)n1)C1CCCCC1
4.8 | Cc1cc(N2CCOCC2)nc(-c2ccc([N+](=O)[O-])cc2)n1
6.6 | Clc1ccc(Cn2c(-c3cccnc3Cl)nc3ccccc32)cc1
6.4 | CCC(CC)C(=O)Nc1cccc(/C(C)=N/NC(=O)c2c(Br)cnn2C)c1
6.0 | COc1ccc(C(=O)NCC(=O)NCC2COc3ccccc3O2)cc1 (configuration not stated)
17.7 | O=C1/C(=C\c2ccccc2)CCc2c1[nH]c1ccccc21
13.7 | Cc1ccc(C(=O)NC(=S)Nc2cccc3c(C)cc(C)nc23)cc1
5.6 | COc1ccc(C(=O)NN(C)c2nc(-c3ccccc3)nnc2C(F)(F)F)cc1
6.5 | COc1ccc(/C=C(\C#N)C(=O)NCC2CCCO2)cc1OC (configuration not stated)
-7.7 | Cc1ccnc(SCc2nc3ccccc3s2)n1
-4.4 | O=C(CN1CCOCC1)Nc1ncc(Cc2cccc3ccccc23)s1
-4.5 | CCOC(=O)c1c(-c2ccccc2)nc2ccc(C)cn12
11.8 | CCn1c(=O)cc(OCC(=O)N2CCN(C(=O)c3ccco3)CC2)c2ccccc21
13.5 | O=C(CSc1nnc2ccccn12)Nc1ccccc1C(=O)NC1CC1
-6.5 | CCCCn1nc2cc(C(=O)NCCc3ccc(C)cc3)ccc2c1OCC
-7.6 | Cc1ccc(C2NNC(=O)C2NC(=O)c2ccccc2)cc1 (configuration not stated)
-4.5 | COc1ccc(NC(=S)N2CCN(C/C=C/c3ccccc3)CC2)cc1OC
-3.2 | CCc1nnc(NC(=O)CSc2ncc(-c3ccccc3)[nH]2)s1
6.8 | O=[N+]([O-])c1ccc(NNC(=S)Nc2ccccc2)cc1

The listing continues.
sEH activator | compound
2.9 | O=C(O)CCC(=O)N1CCOc2ccc(Cl)cc21
10.6 | COC(=O)Cc1c(O)ccn(Cc2ccccc2OC)c1=O
-4.5 | O=S(=O)(c1ccccc1Cl)N1CCCC1c1nc(-c2cccc(Cl)c2)no1 (configuration not stated)
-7.7 | COc1ccc(CC(=O)Nc2ccc(-c3cn4ccccc4n3)cc2)cc1
-3.6 | CCC1S/C(=N/N=C/c2cccs2)NC1=O (configuration not stated)
-6.7 | Nc1cccc(C(=O)Nc2ccco2)c1
-8.8 | COc1cc(C=O)ccc1OCc1c(C)noc1C
-7.8 | CCCc1cc(C(=O)NC2CCCC2)no1
2.5 | Cc1c(N2C(=O)CS/C2=N\N=C\c2ccc(Cl)cc2)c(=O)n(-c2ccccc2)n1C
-1.8 | Cc1ccc(NC(=O)Cn2cncc2-c2ccc([N+](=O)[O-])cc2)cc1C
14.1 | Cc1nc2ccc(N=NC3=C(O)CCCC3=O)cc2s1
8.8 | O=C(NCc1ccco1)C1CCCN(S(=O)(=O)c2ccc(Cl)cc2)C1 (configuration not stated)
1.6 | COc1ccc(NC(=O)CN2CCCC(C)C2)c([N+](=O)[O-])c1 (configuration not stated)
6.1 | CNC(=O)CSc1nc2nn(-c3ccccc3)c(=O)c-2c2n1CCCCC2
5.0 | COc1ccc(/C=C/C(=O)Oc2ccc(/C=N/NC(=O)COc3c(C)cccc3C)cc2)cc1
7.1 | Nc1c(C(=O)Nc2nc3ccccc3s2)sc2nc(-c3cccs3)ccc12
2.8 | CCOC(=O)c1cccc(NC(=O)CCc2nc(-c3ccccc3F)no2)c1
10.0 | Cc1ccc(C(=O)CSc2nnc(-c3ccco3)o2)o1
-4.1 | O=C(CSc1ccccc1C(=O)NCCCN1CCCC1=O)NCc1ccco1
29.2 | Cc1ccc(C(=O)CSc2nccn2-c2ccccc2)cc1
6.5 | COc1ccc(CC(=O)NCCc2ccc(S(N)(=O)=O)cc2)cc1
3.2 | COc1ccc(NC(=O)c2ccc(NS(=O)(=O)c3c(C)noc3C)cc2)cc1OC
13.7 | COC(=O)c1ccc(CC(=O)c2ccc(O)cc2O)o1
-5.6 | CC(=O)Nc1ccc(S(=O)(=O)NC2(C(F)(F)F)N=C(c3ccccc3)NC2=O)cc1 (configuration not stated)
11.4 | CCSC(=O)N(CC)CC(=O)Nc1c(CC)cccc1CC

The list goes on.
sEH activator | compound
-7.6 | CCCc1nnc(NC(=O)CCCC(=O)O)s1
-0.3 | CCN(CC)c1ccc(C(=O)OCC(=O)NCC2CCCO2)cc1 (configuration not stated)
1.3 | CC1CCc2c(sc(NC(=O)CN3CCN(C(=O)c4ccco4)CC3)c2C#N)C1 (configuration not stated)
-5.5 | Cc1ccc(C)c(S(=O)(=O)NC(C)C(=O)Nc2ccc(-c3nc4ccccc4s3)cc2)c1 (configuration not stated)
-42.8 | CCN(c1ccccc1)S(=O)(=O)c1ccc(NC(=S)NC(=O)c2cccs2)cc1
-1.6 | COc1ccc(-c2c[n+]3c4n2CCCCC4=C(c2ccc(Br)cc2)C3)cc1
-17.3 | CCN(CC)CCNC(=O)c1ccc(Cl)c(S(=O)(=O)N2CCCCCC2)c1
-1.6 | Cc1nn(CC(=O)NCCCN2CCOCC2)c(C)c1[N+](=O)[O-]
10.7 | CCOC(=O)Cn1nc(-c2ccc(Cl)cc2)ccc1=O
-5.2 | CCSc1nc2c(c(=O)[nH]1)C(c1ccncc1)C(C(=O)OC(C)C)=C(C)N2 (configuration not stated)
-1.1 | O=C(NCCCN1CCCC1=O)c1cc(NS(=O)(=O)c2ccc(F)cc2)cc(NS(=O)(=O)c2ccc(F)cc2)c1
-4.8 | CCCn1nc2cc(C(=O)NCc3ccccc3OC)ccc2c1OCC
-10.7 | C=CCSc1nnc2c(n1)OC=Nc1ccc(Br)cc1-2
7.3 | Cc1ccc(OCc2ccc(C(=O)Nc3nc4ccccc4n3Cc3ccccc3)o2)c([N+](=O)[O-])c1
6.5 | CN(C(=O)CSc1nnc(Cc2ccccc2F)n1N)C1CCS(=O)(=O)C1 (configuration not stated)
-13.1 | CCc1ccc(N(C(=O)c2csnn2)C(C(=O)NC(C)(C)C)c2ccncc2)cc1 (configuration not stated)
8.7 | Cc1cccc(NC(=O)CC2C(=O)NCCN2C(=S)Nc2ccccc2)c1 (configuration not stated)
11.4 | Cc1nnsc1NC(=O)OCc1ccc(C(F)(F)F)cc1
-28.4 | O=C(/C=C/c1ccccc1)NCCSCc1ccccc1Cl
-7.4 | Cc1ccc(S(=O)(=O)NNC(=O)CCC(=O)Nc2ccccc2)cc1
5.0 | O=C(CNC(=S)NC(=O)c1ccco1)c1ccccc1
-4.1 | Cc1cccc(NC(=O)NNC(=O)c2cc(-c3ccccc3Cl)nc3ccccc23)c1
-13.4 | CC1(C)CC(=O)/C(=C(\O)c2ccccc2)C(=NCCO)C1
-3.8 | Cc1ccc(S(=O)(=O)c2c(C)cc(C)nc2Cl)c(C)c1
-6.8 | CCCC(=O)Nc1ccc(C(=O)N/N=C2\CC(=O)CC(C)(C)C2)cc1

The list goes on.
sEH activator | compound
0.3 | CCN(CC)c1ccc(/C=C(/C#N)c2nc3ccccc3[nH]2)c(OC(C)C)c1
-3.0 | COc1cc(C(=O)OCCN2CCCCC2)ccc1O
-4.3 | CCC(C)N(C(=O)Cn1nnc2ccccc21)C(C(=O)Nc1ccc(F)cc1)c1cccc(OC)c1 (configuration not stated)
-13.6 | COc1ccc(NC(=O)C(NC(C)=O)C(=O)NCc2ccccc2OC)cc1 (configuration not stated)
1.4 | Cc1ccc(NC(=O)c2sc(Cl)nc2-c2ccccc2)cc1
-2.9 | CCCCn1c(SCC(=O)NC(C)(C)C)nnc1-c1ccco1
-26.6 | COc1ccc(CCNC(=O)c2ccc(CNS(=O)(=O)c3cc(C)ccc3C)cc2)cc1OC
10.8 | O=C(Nc1ccccc1Cc1ccccc1)C1CC(=O)N(c2ccc3c(c2)OCCO3)C1 (configuration not stated)
-2.4 | CCOC(=O)c1cc2c(s1)-c1ccccc1CC2
3.4 | CCCCCOCC(O)CCC(=O)NN (configuration not stated)
0.0 | CC(/C=C/c1ccco1)=N\NC(=O)c1cc(C)[nH]n1
-2.2 | CCOC(=O)C1C(=O)OC2(CCCC2)C1C(=O)OCC (configuration not stated)
10.5 | CNC(=O)COC(=O)c1ccc(NC(=O)CC#N)cc1
-42.7 | O=C(CSCc1cccc(Cl)c1)N/N=C/c1ccc(OCC(=O)N2CCCCC2)cc1
8.9 | Cc1ccc(S(=O)(=O)NCCNc2ccc([N+](=O)[O-])cc2C(F)(F)F)cc1
-2.8 | CCc1ccc(-c2nc(NC(=S)NC(=O)c3cccs3)sc2C)cc1
6.6 | Cc1ccc(C)c(NC(=S)NC(NC(=O)Cc2ccccc2)C(Cl)(Cl)Cl)c1 (configuration not stated)
-6.0 | C=CCc1cc(C=O)cc(OC)c1OCc1c(Cl)cccc1Cl
-15.8 | COc1ccc(CC(=O)NNC(=S)Nc2ccccc2)cc1Br
13.3 | O=[N+]([O-])c1ccc(CSc2nc3ccccc3o2)cc1
-6.6 | O=C(NC1CCc2ccccc21)C12CN(Cc3ccccc3)CC1C(c1cccc([N+](=O)[O-])c1)=NO2 (configuration not stated)
-18.9 | O=C(Nc1nc2cc(Cl)ccc2s1)C1CCCN(S(=O)(=O)c2cccc3cccnc23)C1 (configuration not stated)
6.1 | Nc1cccc2c1C(=O)N(C(=O)c1ccc(Cl)c(S(=O)(=O)N3CCCCCC3)c1)C2=O
-7.0 | Nc1nc(Cl)cc(Sc2ccc(F)cc2)n1
8.1 | CCCNC(=O)c1cc(OC)c(OC)cc1[N+](=O)[O-]

New compounds follow:
sEH activator | compound
2.5 | CC1C(=O)C(C)C(c2cccs2)NC1c1cccs1 (configuration not stated)
9.5 | Cc1ccccc1N=C/C=C1\N(C)c2ccccc2C1(C)C
-4.4 | C=CCNC(=O)c1c2c(nc3ccccc13)-c1ccccc1CC2
-2.8 | CCn1c2ccccc2c2cc(NC(=O)C/C(C)=N/NC(=O)c3ccccc3N)ccc21
1.2 | Cc1ccccc1OCC(=O)NCC(=O)N/N=C/C=C/c1ccccc1
-8.8 | O=C1c2cccc3c([N+](=O)[O-])ccc(c23)C(=O)N1c1ccc(Cl)cn1
23.2 | O=C(CSc1ncc(C(F)(F)F)cc1Cl)N1CCN(S(=O)(=O)c2ccc(Cl)cc2)CC1
2.0 | N#C/C(=C\c1ccccc1)c1nc2ncccc2[nH]1
4.5 | CCOc1cc(CNCCO)cc(Br)c1OCc1ccccc1Cl
4.8 | CCC(=O)N(Cc1cc2cc(OC)ccc2[nH]c1=O)c1cc(C)ccc1C
-7.5 | C/C(=N/NC(=O)CSCc1ccc(Cl)cc1)c1cccc(NC(=O)c2ccccc2)c1
5.2 | COCC(C)n1c(SCC(=O)NC(=O)Nc2ccc3c(c2)OCCO3)nc2ccccc2c1=O (configuration not stated)
13.2 | O=C(/C=C/c1ccc2c(c1)OCO2)Nc1nc(-c2ccccc2)cs1
0.1 | COc1ccccc1NC(=O)c1nn(-c2ccc(Cl)cc2)ccc1=O
6.4 | CCN(CC)C(=O)c1sc(NC(=O)c2cc(-c3ccc(C)s3)nc3ccccc23)c(C(=O)OC)c1C
22.6 | Cc1cc(Nc2ccccc2)c2c([N+](=O)[O-])cc(C)c(C)c2n1
0.6 | CCOc1ccc(CC(=O)Nc2sc(Cc3ccccc3)c(C)c2C(N)=O)cc1OCC
-10.3&-4.9 | O=C(Cc1cc(=O)[nH][nH]1)N/N=C/C=C/c1ccccc1
11.9 | COc1ccccc1OCC(=O)Nc1ccc(CSc2ccccc2)cc1C
0.8 | O=C(COC(=O)c1ccccc1[N+](=O)[O-])c1ccc(C2CCCCC2)cc1
-6.9 | COc1cc(NS(=O)(=O)c2ccc(N=Cc3c(C)[nH]n(-c4ccccc4)c3=O)cc2)nc(OC)n1
-6.4 | C/C(=N\NC(=O)c1ccccc1O)C1C(=O)c2ccccc2C1=O
2.5 | Cc1ccc(/C(CSc2nccn2-c2ncc(C(F)(F)F)cc2Cl)=N\O)cc1
10.3 | C=CCNC(=O)c1onc(CSc2ccc(F)cc2)c1C(=O)O
10.9 | CN1CC2([N+](=O)[O-])CC=C(Oc3ccccc3)C([N+](=O)[O-])(C1)C2 (configuration not stated)
3.9 | Cc1cccc(C(=O)N2CCC(c3nc(-c4ccc(S(=O)(=O)N5CCOCC5)cc4)no3)CC2)c1
3.5 | COc1ccc(CSc2nc(CSC)cc(N3CCOCC3)n2)cc1
4.1 | CCOc1ccccc1NC(=O)C12CC3CC(C1)CC(c1ccc(C)cc1)(C3)C2

Filtered by structure, those above with two or more sulfur atoms.
sEH activator | compound
-7.7 | Cc1ccnc(SCc2nc3ccccc3s2)n1
-3.2 | CCc1nnc(NC(=O)CSc2ncc(-c3ccccc3)[nH]2)s1
-3.6 | CCC1S/C(=N/N=C/c2cccs2)NC1=O (configuration not stated)
7.1 | Nc1c(C(=O)Nc2nc3ccccc3s2)sc2nc(-c3cccs3)ccc12
-5.5 | Cc1ccc(C)c(S(=O)(=O)NC(C)C(=O)Nc2ccc(-c3nc4ccccc4s3)cc2)c1 (configuration not stated)
-42.8 | CCN(c1ccccc1)S(=O)(=O)c1ccc(NC(=S)NC(=O)c2cccs2)cc1
-1.1 | O=C(NCCCN1CCCC1=O)c1cc(NS(=O)(=O)c2ccc(F)cc2)cc(NS(=O)(=O)c2ccc(F)cc2)c1
6.5 | CN(C(=O)CSc1nnc(Cc2ccccc2F)n1N)C1CCS(=O)(=O)C1 (configuration not stated)
-2.8 | CCc1ccc(-c2nc(NC(=S)NC(=O)c3cccs3)sc2C)cc1
-18.9 | O=C(Nc1nc2cc(Cl)ccc2s1)C1CCCN(S(=O)(=O)c2cccc3cccnc23)C1 (configuration not stated)
2.5 | CC1C(=O)C(C)C(c2cccs2)NC1c1cccs1 (configuration not stated)
23.2 | O=C(CSc1ncc(C(F)(F)F)cc1Cl)N1CCN(S(=O)(=O)c2ccc(Cl)cc2)CC1
6.4 | CCN(CC)C(=O)c1sc(NC(=O)c2cc(-c3ccc(C)s3)nc3ccccc23)c(C(=O)OC)c1C
3.5 | COc1ccc(CSc2nc(CSC)cc(N3CCOCC3)n2)cc1
